High-throughput results as filed in PubChem.
Hck Nef HTS – human Hck-Nef kinase inhibition. Recombinant Hck-YEEI plus Nef, Z-Lyte FRET kinase assay. inhibition, % at 20 µM. 220,000 compounds, 0.68% hits. AID 463187;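 active = Hck-Nef kinase inhibition above about 50%, limit read from the data; inactive = inhibition below that limit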;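 also: 0% = DMSO with Hck plus Nef and 100% = Hck alone without Nef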
14-3-3 Bad inh – disrupts binding of bovine 14-3-3 zeta to phospho-Bad peptide; P63103; TR-FRET 14-3-3zeta/Dy647-pBad peptide displacement, 1 h; inhibition, % at 21.7 µM; 220,000 compounds, 0.71% hits;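 active = inhibition above about 70%, limit read from the data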;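 also: 0% = full 14-3-3 plus peptide FRET controls and 100% = background without 14-3-3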
FXIa inh – inhibitors of human coagulation factor XIa; P03951; purified FXIa, Boc-Glu-Ala-Arg-AMC fluorogenic substrate; inhibition, % at 5 µM; 220,000 compounds, 0.14% hits;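 active = inhibition of at least 40%; inactive = inhibition below 40%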;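 also: fluorescence of freed AMC excited at 355 nm; 0% = enzyme without compound and 100% = no enzyme blank; many of its hits are not listed in these tables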
Target sequence (P03951 19-387 limits assumed): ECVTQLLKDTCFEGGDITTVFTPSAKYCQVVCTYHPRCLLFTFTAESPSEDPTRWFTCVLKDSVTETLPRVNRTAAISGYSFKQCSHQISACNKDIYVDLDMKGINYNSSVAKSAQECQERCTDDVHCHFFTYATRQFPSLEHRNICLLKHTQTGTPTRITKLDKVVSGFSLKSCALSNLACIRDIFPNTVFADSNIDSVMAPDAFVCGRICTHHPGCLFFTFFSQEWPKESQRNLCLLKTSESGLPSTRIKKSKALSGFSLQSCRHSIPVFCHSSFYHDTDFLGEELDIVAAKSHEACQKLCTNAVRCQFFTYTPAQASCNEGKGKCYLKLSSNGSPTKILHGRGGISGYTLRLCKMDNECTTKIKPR
Target sequence (P03951 388-625 limits assumed): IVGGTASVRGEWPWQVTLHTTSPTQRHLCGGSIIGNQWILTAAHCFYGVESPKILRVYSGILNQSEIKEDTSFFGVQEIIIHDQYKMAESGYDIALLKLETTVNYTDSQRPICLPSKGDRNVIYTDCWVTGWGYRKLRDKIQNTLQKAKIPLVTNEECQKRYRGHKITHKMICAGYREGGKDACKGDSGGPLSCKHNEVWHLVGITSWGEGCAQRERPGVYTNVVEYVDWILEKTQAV
Runt-CBFb FRET – blocks binding of human RUNX1 Runt domain to CBFb | 220,000 compounds, 0.46% hits | AID 1496 | Cerulean-Runt/Venus-CBFb FRET ratio 530/480, 1 h | Q01196+Q13951 | inhibition, % at 20 µM;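 active = inhibition over about 50% at 20 µM in the single-dose screen, limit read from the data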;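 also: 0% = DMSO wells and 100% = excess unlabeled CBFb competitor control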
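Buffer or medium: Tris pH 7.5 buffer with BSA. Assay system: Cerulean-labeled Runt domain protein. Amount: each fluorescent fusion protein 100 nM. Read-out basis: loss of energy transfer signal. Incubation: 1 h compound exposure, room temperature. Probe or stimulus: Venus-CBFb binding partner, 100 nM. Detection: FRET, excitation 422 nm, emission at 530 and 480 nm.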
Wee1 stabilizer – human Wee1 degradation inhibition, primary screen | reporter increase, % at 5 µM | 220,000 compounds, 1.2% hits | P30291 | HeLa Luc-Wee1K328M stability, luciferase luminescence; 100% = proteasome inhibitor MG132 effect | AID 1321;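 active = activation above the mean of all tested compounds plus 3 SD, set per screening run, cut at about 8.8% in these data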;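 also: cells exposed to compound for 20 h before luminescence read; 0% = DMSO alone and 100% = MG132 at 30 µM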
thrombin 1536 – inhibitors of human thrombin; alpha-thrombin, Boc-VPR-AMC fluorogenic substrate cleavage; 220,000 compounds, 0.26% hits; P00734; inhibition, % at 5 µM; AID 1046;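 active = inhibition at or above 40%; inactive = inhibition below 40%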;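 also: 0% = enzyme with no compound and 100% = wells without enzyme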
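Test system: human alpha-thrombin protein / Dosing: one concentration per compound, 5 µM, with 0.2% DMSO / Medium: pH 7.5 Tris-saline with Tween 20 / Benchmarks: no-compound enzyme wells and no-enzyme blanks / Read-out basis: percent inhibition of thrombin substrate cleavage / Timing: reaction at room temperature / Measured by: fluorescence, ex 355 nm, em 460 nm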
FXIIa inh – factor XIIa (human) inhibition; P00748; purified FXIIa, Boc-QGR-AMC fluorogenic substrate, 2 h; inhibition, % at 5 µM; 220,000 compounds, 0.3% hits; AID 800; in the data active = inhibition above about 40%;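 also: 0% = enzyme with no compound and 100% = blank without enzyme; many of its hits are not listed in these tables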
KLK5 inh – inhibitors of human kallikrein 5 | Q9Y337 | recombinant hK5, fluorogenic AMC substrate cleavage | inhibition, % at 5 µM | 210,000 compounds, 0.59% hits;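 active = inhibition of 40% or more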;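 also: 0% = enzyme controls without compound and 100% = no-enzyme blanks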
Runt-SMMHC FRET – blocks binding of human RUNX1 Runt domain to CBFb-SMMHC; Q01196+Q13951; Cerulean-Runt/Venus-CBFb-SMMHC FRET ratio 530/480, 1 h; inhibition, % at 20 µM; 220,000 compounds, 0.74% hits;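 active = mean inhibition across duplicate retests at 20 µM reaching about 50%, limit read from the data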;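 also: 0% = DMSO wells and 100% = wells with excess untagged CBFb-SMMHC; inhibitors lower the FRET ratio by blocking Runt binding to CBFb-SMMHC; some results filed as inactive read as strong as hits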
Active calls of the source: *; nt = no result given; & = joins results of further samples; [ ] = another dose, or the depositor's remark.

SMILES	Hck Nef HTS	14-3-3 Bad inh	FXIa inh	Runt-CBFb FRET	Wee1 stabilizer	thrombin 1536	FXIIa inh	KLK5 inh	Runt-SMMHC FRET
Cc1cc(C)n(C2CCCCC2OC(=O)CCc2ccccc2)n1 (stereo not drawn)	12	4	1	0	6	-3	5	2	-4
CCOC(=O)C1CCCN(C(=O)COC(=O)C2=COCCO2)C1 (stereo not drawn)	-1	65[fluorescence artefact?]	8	-1	-2	4	19	-3	-2
CN(C)S(=O)(=O)c1ccc(C(=O)Nc2ccnn2C2CCCCC2)cc1	-1	6	2	0	0	3	13	2	4
CC(C(O)c1ccc(O)cc1)N1CCC(Cc2ccccc2)CC1 (stereo not drawn)	20	4&-18	0	-1&-1	3&-4	-11	7	5	-1&-2
COc1ccc(CCNC(=O)CCCOc2ccc(C)cc2)cc1OC	4	15	4	-6	3	-2	9	-7	4
c1cnc(N2CCN(Cc3ccc4c(c3)OCO4)CC2)cn1	19	-3	1	0	2	0	10	3	0
O=C1CCCC(O)=C1N=Nc1ccc2ncsc2c1	6	4	6	0	1	-1	8	-10	-14
CCCC(=O)NC(c1ccco1)c1cc([N+](=O)[O-])c2cccnc2c1O (stereo not drawn)	26	-22	2	10	-1	-1	14	-6	5
Cc1ccccc1NC(=S)NCCc1c[nH]c2ccccc12	-3	7	3	-4	2	1	12	-14	0
CO/N=C/C(=N\Nc1ccc(OC)cc1)C(=O)c1ccc(OC)cc1	-2	11	17	-5	-1	10	26	-7	-2
Cc1noc(C(=O)Nc2ccccc2C(F)(F)F)c1Cl	1	4	-2	-1	-2	-4	0	-4	0
O=C(NCc1cccs1)c1nc(-c2cccs2)no1	4	-2	-1	0	4	1	6	-1	3

Sorted by the number under FXIa inh (rising): some entries from above.
SMILES	Hck Nef HTS	14-3-3 Bad inh	FXIa inh	Runt-CBFb FRET	Wee1 stabilizer	thrombin 1536	FXIIa inh	KLK5 inh	Runt-SMMHC FRET
Cc1noc(C(=O)Nc2ccccc2C(F)(F)F)c1Cl	1	4	-2	-1	-2	-4	0	-4	0
Cc1cc(C)n(C2CCCCC2OC(=O)CCc2ccccc2)n1 (stereo not drawn)	12	4	1	0	6	-3	5	2	-4
CCOC(=O)C1CCCN(C(=O)COC(=O)C2=COCCO2)C1 (stereo not drawn)	-1	65[fluorescence artefact?]	8	-1	-2	4	19	-3	-2

Later entries:
SMILES	Hck Nef HTS	14-3-3 Bad inh	FXIa inh	Runt-CBFb FRET	Wee1 stabilizer	thrombin 1536	FXIIa inh	KLK5 inh	Runt-SMMHC FRET
COCCNC(=O)c1sc2ncn(CC(=O)N3CCCCC3)c(=O)c2c1C	-4	-9	3	1	-1	-9	14	-12	-4
CC1(C)CC(=O)C2=C(C1)C(c1cn(-c3ccccc3)nc1-c1ccccc1)C(C#N)=C(N)O2 (stereo not drawn)	2	-2[fluorescence artefact?]	9	2	-2	4	-1	-5	4
O=c1c(C(c2ccc(F)cc2)c2c(O)nc3n(c2=O)CCCS3)c(O)nc2n1CCCS2	23	3	-1	2	-2	-1	2	2	1
CSc1nnc2c3ccccc3n(Cc3ccccc3)c2n1	-6	16	4	-3	-3	-9	-6	-21	-10
Cc1cc2ccc(C)c(C)c2nc1SCC(=O)c1cccs1	2	-1	3	-2	0	-8	1	3	3
CCCC(=O)Nc1ccc(Cl)c(NC(=O)c2ccc([N+](=O)[O-])cc2Cl)c1	2	-9[fluorescence artefact?]	4	2	0	-4	5	-26	-1
CCCC(=O)Nc1ccc(Cl)c(NC(=O)c2cccnc2)c1	4	4	-9	-1	0	-4	0	22	0
O=c1[nH]c2ccc(NC(=S)NCCc3ccccc3)cc2[nH]1	20	-2	0	5	4	-1	6	1	-10
COc1cc(OC)cc(-c2nc(-c3ccccc3)no2)c1	7	9	-7	-1	-1	-5	5	-1	-3
O=C(N/N=C/c1ccccc1C(=O)O)c1cc(-c2ccc3c4c(cccc24)CC3)n[nH]1	21	-3	-2	-10	2	-12	7	-5	-1
CCCCOC(=O)c1ccc(N/C(=N\S(=O)(=O)c2ccccc2)c2ccccc2)cc1	2	5	1	-4	0	-2	8	-22	0
CN(C)Cc1cnc2ccc(Cl)cn12	2	12	2	-3	2	-2	5	-22	2

Single records, as listed above:
`CCCC(=O)Nc1ccc(Cl)c(NC(=O)c2ccc([N+](=O)[O-])cc2Cl)c1` reads Hck Nef HTS = 2; 14-3-3 Bad inh = -9[fluorescence artefact?]; FXIa inh = 4; Runt-CBFb FRET = 2; Wee1 stabilizer = 0; thrombin 1536 = -4; FXIIa inh = 5; KLK5 inh = -26; Runt-SMMHC FRET = -1
`CSc1nnc2c3ccccc3n(Cc3ccccc3)c2n1` reads Hck Nef HTS = -6; 14-3-3 Bad inh = 16; FXIa inh = 4; Runt-CBFb FRET = -3; Wee1 stabilizer = -3; thrombin 1536 = -9; FXIIa inh = -6; KLK5 inh = -21; Runt-SMMHC FRET = -10

Gathered by group, the compounds so far with an aryl methoxy group
SMILES	Hck Nef HTS	14-3-3 Bad inh	FXIa inh	Runt-CBFb FRET	Wee1 stabilizer	thrombin 1536	FXIIa inh	KLK5 inh	Runt-SMMHC FRET
COc1ccc(CCNC(=O)CCCOc2ccc(C)cc2)cc1OC	4	15	4	-6	3	-2	9	-7	4
CO/N=C/C(=N\Nc1ccc(OC)cc1)C(=O)c1ccc(OC)cc1	-2	11	17	-5	-1	10	26	-7	-2
COc1cc(OC)cc(-c2nc(-c3ccccc3)no2)c1	7	9	-7	-1	-1	-5	5	-1	-3

Following part.
SMILES	Hck Nef HTS	14-3-3 Bad inh	FXIa inh	Runt-CBFb FRET	Wee1 stabilizer	thrombin 1536	FXIIa inh	KLK5 inh	Runt-SMMHC FRET
COc1cc(C)ccc1OCCOCCOc1c(C)cc(C)cc1Br	2	11	-5	nt	-1	-6	4	2	1
CCc1cc2c(=O)c(-c3nc4ccccc4n3C)c(COCC(=O)O)oc2cc1O	-1	35	-4	1	-2	7	3	35	-5
CN(C)CCCNCCCNC(=O)/C(=N\O)c1ccccn1	-1	7	3	-1	3	1	11	-27	-4
O=C(Nc1cccc([N+](=O)[O-])c1)Nc1cccs1	49	-22	-1	7	4	-5	6	-2	6
CC(C)NC(=O)c1cc2c(C(F)(F)F)nn(C)c2s1	3	14	11	-4	-2	-2	16	-21	-8
